Screening results (PubChem BioAssay)
RGS8-Gao reg: human RGS8-Galphao interaction regulation; response (percent of control binding), % at 10 µM; multiplexed bead flow cytometry, RGS8-Galphao binding; actives lie on both sides; P09471; 220,000 tested, 0.34% active; in the data active means response below about 60% or above about 140%; inactive means in between;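 further: Galphao activated as the GDP aluminium fluoride complex binding bead-coupled RGS8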
Target sequence (P09471 whole entry, looked up): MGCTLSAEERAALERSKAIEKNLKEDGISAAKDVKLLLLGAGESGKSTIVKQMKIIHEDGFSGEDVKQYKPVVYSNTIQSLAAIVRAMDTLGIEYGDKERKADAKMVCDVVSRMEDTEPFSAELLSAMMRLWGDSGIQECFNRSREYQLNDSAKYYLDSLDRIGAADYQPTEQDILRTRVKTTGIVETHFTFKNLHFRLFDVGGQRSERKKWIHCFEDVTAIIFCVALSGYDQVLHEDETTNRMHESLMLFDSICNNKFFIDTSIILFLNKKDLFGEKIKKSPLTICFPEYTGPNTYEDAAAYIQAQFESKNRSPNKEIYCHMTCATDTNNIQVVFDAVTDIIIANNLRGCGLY
Mcl1-Noxa inh: Mcl-1/Noxa interaction inhibition; Q07820; TR-FRET Mcl-1/Noxa peptide binding, 2 h; inhibition, % at 21.7 µM; 220,000 tested, 1.5% active; AID 1022;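 active means compounds that cut the protein-peptide binding signal by more than 50% relative to plate controls in a single-dose test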;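 further: His-tagged Mcl-1 with rhodamine Noxa BH3 peptide and terbium anti-His antibody; 0% = Mcl-1 plus Noxa peptide wells and 100% = peptide-only wells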
Mcl-1 Bim block: disrupts Bim peptide binding to human Mcl-1. inhibition, % at 10 µM. 190,000 tested, 0.1% active. Bead-based flow cytometry, Bim peptide-Mcl-1 binding. Q07820. AID 1009;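 further: 0% = no compound tracer wells and 100% = peptide blocker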
Bim-Bcl-2: human Bim-Bcl-2 interaction inhibition. P10415. Bead-based flow cytometry, Bim peptide-Bcl-2 binding. inhibition, % at 10 µM. 190,000 tested, 0.06% active. AID 950; in the data active means inhibition above about 40%; inconclusive means no clear call, values can overlap the other calls;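 further: 0% = no compound wells with probe peptide and 100% = reference peptide inhibitor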
Target sequence (P10415 whole entry, looked up): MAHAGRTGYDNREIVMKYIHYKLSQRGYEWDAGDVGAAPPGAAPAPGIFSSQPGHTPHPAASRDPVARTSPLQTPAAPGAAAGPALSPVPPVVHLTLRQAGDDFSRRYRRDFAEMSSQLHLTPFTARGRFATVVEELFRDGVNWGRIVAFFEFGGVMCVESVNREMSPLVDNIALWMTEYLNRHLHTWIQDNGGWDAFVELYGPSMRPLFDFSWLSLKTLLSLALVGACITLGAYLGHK
Bfl-1 Bim block: disrupts Bim binding to human Bfl-1; AID 1008; Bead-based flow cytometry, Bim-Bfl-1 binding inhibition; Q16548; 190,000 tested, 0.12% active; inhibition, % at 10 µM;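 further: 0% = wells without compound plus tracer and 100% = blocker peptide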
Bcl-B Bim block: disrupts Bim peptide binding to human Bcl-B | bead-based flow cytometry | AID 951 | inhibition, % at 10 µM | 190,000 tested, 0.073% active;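 further: 0% = tracer peptide without compound and 100% = reference inhibitor peptide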
Target sequence (Q9HD36 whole entry, looked up): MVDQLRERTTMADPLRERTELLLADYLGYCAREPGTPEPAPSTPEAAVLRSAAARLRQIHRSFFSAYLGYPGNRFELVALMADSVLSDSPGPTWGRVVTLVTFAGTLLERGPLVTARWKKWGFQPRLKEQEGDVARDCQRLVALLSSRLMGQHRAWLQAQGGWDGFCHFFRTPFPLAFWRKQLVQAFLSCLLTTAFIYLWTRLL
Bim-Bcl-XL: inhibitors of Bim-Bcl-XL interaction, human; Bim peptide-Bcl-XL binding, bead flow cytometry, fluorescence; inhibition, % at 10 µM; 190,000 tested, 0.04% active; AID 1007
Target sequence (Q07817 whole entry, looked up): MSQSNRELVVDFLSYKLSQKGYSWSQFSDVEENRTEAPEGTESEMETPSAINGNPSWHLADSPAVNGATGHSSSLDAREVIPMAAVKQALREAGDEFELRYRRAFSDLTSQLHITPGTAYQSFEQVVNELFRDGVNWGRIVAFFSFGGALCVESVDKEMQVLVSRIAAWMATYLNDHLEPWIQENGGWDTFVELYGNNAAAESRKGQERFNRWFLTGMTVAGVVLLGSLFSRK
RGS7-Gao reg: regulators of human RGS7-Galphao interaction | P09471 | Multiplexed bead flow cytometry, RGS7-Galphao binding; actives lie on both sides | binding response (% of control), % at 10 µM | 220,000 tested, 0.35% active | AID 1439; in the data active means binding response below about 49% or above about 150%; inconclusive means no clear call, values can overlap the other calls; inactive means in between;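 further: fluorescent Galphao held in activated GDP-AlF4 state binding bead-coupled RGS7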
RGS4-Gao reg: human RGS4-Galphao interaction regulation | P09471 | Multiplexed bead flow cytometry, RGS4-Galphao binding; actives lie on both sides | binding response (% of control), % at 10 µM | 220,000 tested, 0.33% active | AID 1415; in the data active means binding response below about 49% or above about 150%; inactive means in between;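 further: fluorescent Galphao activated with aluminum fluoride binding bead-coupled RGS4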
Bcl-W Bim block: inhibitors of Bim-Bcl-W interaction, human. Q92843. bead-based flow cytometry, Bim peptide-Bcl-W binding. inhibition, % at 10 µM. 190,000 tested, 0.02% active;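 further: 0% = bound tracer without compound and 100% = peptide blocker; higher means less fluorescent Bim peptide bound to Bcl-W beads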
Mcl1-Bid inh: disrupts binding of human Mcl-1 to Bid peptide | AID 1021 | TR-FRET Mcl-1/Bid-Dy647 peptide binding, 1536-well | Q07820 | 220,000 tested, 0.97% active | inhibition, % at 21.7 µM;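 active means compounds that cut the binding signal by more than half at the single screening dose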;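 further: His-tagged Mcl-1 with europium anti-His antibody binding Bid BH3 peptide; 0% = Mcl-1 plus peptide wells and 100% = peptide-only wells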
Active calls of the source: *; ? = inconclusive; · = not tested or not shown. Unless noted, no stated cut-off is given here; in the data, active means inhibition above about 40%.

structure	RGS8-Gao reg	Mcl1-Noxa inh	Mcl-1 Bim block	Bim-Bcl-2	Bfl-1 Bim block	Bcl-B Bim block	Bim-Bcl-XL	RGS7-Gao reg	RGS4-Gao reg	Bcl-W Bim block	Mcl1-Bid inh
CCOC(=O)C1(CCOc2ccccc2)CCN(Cc2ccc(C)s2)CC1	99.3	-1.1	2.0	2.0	-4.0	-1.0	-2.0	99.2	98.3	0.0	-12.6
O=c1[nH]c(=S)n(C2CC2)c(O)c1/C=N/Nc1cccc2ccccc12	98.0	-10.8	-3.0	-4.0	-1.0	-7.0	-8.0	93.7	95.3	-4.0	-78.2
Cc1cc(/C=C2\C(=O)NC(=O)N(Cc3ccco3)C2=O)c(C)n1-c1ccc(O)cc1	97.3	45.6	-1.0	0.0	0.0	-3.0	-2.0	87.0	94.4	-2.0	-41.8
Cc1cccc(NC(=O)C(C)N2CC=C(c3ccccc3)CC2)c1 (stereo not given)	106.4	7.4	1.0	4.0	7.0	7.0	1.0	?	104.1	0.0	-23.6
CC12CN3CC(c4ccccc4)(CN(C1)C31CCCCC1)C2=O	98.8	2.1	-1.0	-9.0	-16.0	-9.0	-6.0	96.7	95.2	0.0	2.9
C[N+](C)(C)CCc1ccc(O)cc1	100.7	-15.7	0.0	-5.0	-2.0	-3.0	1.0	103.0	98.9	3.0	-13.8
Cc1ccc(S(=O)(=O)CC(=O)c2cc(C)c(OC(=O)N(C)C)c(C)c2)cc1	101.6	14.3	-4.0	-5.0	-4.0	-5.0	-3.0	98.3	100.3	-4.0	-3.1
CC12CN3CC(C)(CN(C1)C31CCSCC1)C2=O	99.5	-8.1	0.0	-11.0	-14.0	-8.0	-2.0	117.3	101.5	1.0	-21.7
CN1C[C@H](CO)C=C2c3cccc4[nH]cc(c34)C[C@H]21	93.0	19.3	1.0	0.0	4.0	14.0	6.0	91.1	95.0	9.0	-22.7
O=C(CN1CCOCC1)c1cccc2ccccc12	102.0	21.1	-5.0	-15.0	-18.0	-7.0	-5.0	100.3	100.4	0.0	-3.9
CC(=O)c1cn(Cc2ccc(C#N)cc2)c2ccccc12	101.2	13.9	-2.0	-4.0	-5.0	-4.0	-1.0	101.0	99.2	0.0	-18.4
CCCCP(=O)(O)c1ccccc1	100.9	26.9	1.0	3.0	2.0	-2.0	4.0	102.9	105.6	2.0	9.7
CC(C)(C)C(=O)Cn1c(NCCCl)nc2ccccc21	100.3	14.2	0.0	-2.0	-6.0	-3.0	-2.0	95.1	97.3	-1.0	-16.5
CC1(C)CN=C(NCc2ccccc2Cl)S1	102.2	-3.6	0.0	-6.0	-10.0	-7.0	2.0	102.6	100.2	-1.0	1.2
CN1C(=O)NC(=O)C2(Cc3ccccc3N3CCOCC32)C1=O (stereo not given)	128.3	6.0	-2.0	-3.0	-3.0	-1.0	-8.0	115.5	121.6	-2.0	-81.0
COc1cccc(N2C(=O)NC(=O)/C(=C/c3ccc4c(c3)Cc3ccccc3-4)C2=O)c1	95.1	41.2	0.0	0.0	-1.0	-1.0	0.0	99.4	92.3	0.0	9.3
CC(=O)c1c(O)n(-c2cccc(Cl)c2)c(=O)[nH]c1=O (tested in a mixture with another compound)	97.6	22.1	·	·	·	·	·	?	97.6	·	-30.6
ClCCNc1nc2ccc(Cl)cc2[nH]1	101.0	18.6	-3.0	-3.0	0.0	-4.0	-1.0	99.4	97.1	-3.0	19.7
CCOc1ccccc1N1C(=O)NC(=O)/C(=C/c2ccc3c4c(cccc24)CC3)C1=O	103.6	48.9	0.0	-5.0	-6.0	-2.0	0.0	99.8	101.2	3.0	30.8
CCCCn1c(O)c(C(C)=NCCN2CCCCC2)c(=O)[nH]c1=O	99.6	-3.9	-2.0	-11.0	-17.0	-8.0	5.0	95.1	99.4	1.0	-17.7
C[C@]12CCC(=O)C[C@@H]1CC[C@@H]1[C@@H]2CC[C@@]2(C)[C@H]1CC[C@]2(C)O	98.3	-23.6	-2.0	0.0	0.0	1.0	0.0	98.0	95.5	0.0	43.3
O=C(COc1ccc(Cl)cc1Cl)N1CCN(C/C=C/c2ccccc2)CC1	97.8	20.5	0.0	-1.0	-3.0	-2.0	-3.0	101.2	101.7	0.0	4.9
O=c1[nH]c(=S)n(-c2ccccc2F)c(O)c1C=NCc1ccco1	99.8	-2.2	-3.0	-2.0	0.0	-7.0	-4.0	96.3	98.3	-3.0	-26.5
CC(=O)C1(c2ccccc2)CCNCC1	98.3	-1.1	2.0	-9.0	-10.0	-7.0	-1.0	102.5	92.1	3.0	-17.3
Cc1cccnc1-n1c(CN2C(=O)c3ccccc3C2=O)nc2ccccc2c1=O	96.8	8.6	-2.0	-9.0	-19.0	-10.0	-8.0	99.1	101.3	-3.0	-3.1
CN1CCN(C(=O)Cc2ccccc2)CC1	100.8	9.6	·	·	·	·	·	?	97.2	·	-24.9
CC(C)C[C@H](NC(=O)[C@@H]1CCCN1C(=O)[C@@H](N)Cc1ccc(O)cc1)C(=O)NCC(N)=O	·	6.7	0.0	-2.0	1.0	-7.0	-3.0	·	·	-4.0	-9.5
Cc1cccc(N2C(=O)NC(=O)/C(=C\c3ccc4c(c3)CCCN4Cc3ccccc3)C2=O)c1	99.5	32.4	2.0	-3.0	-15.0	0.0	1.0	100.3	97.0	4.0	-22.6
CN1C(=O)C(=Cc2ccc(SC3CCCCC3)o2)C(=O)N(C)C1=O	98.8	24.6	1.0	1.0	-2.0	2.0	0.0	92.3	97.5	-1.0	-37.6
Cn1c(=O)c2c(nc(N/N=C/c3c(O)n(-c4ccccc4)c(=S)[nH]c3=O)n2C)n(C)c1=O	99.6	-6.4	0.0	-5.0	-10.0	-4.0	-2.0	102.7	99.1	0.0	-161.2

Reprinted from the part before: 2 entries, followed by the next part.
structure	RGS8-Gao reg	Mcl1-Noxa inh	Mcl-1 Bim block	Bim-Bcl-2	Bfl-1 Bim block	Bcl-B Bim block	Bim-Bcl-XL	RGS7-Gao reg	RGS4-Gao reg	Bcl-W Bim block	Mcl1-Bid inh
CN1C(=O)C(=Cc2ccc(SC3CCCCC3)o2)C(=O)N(C)C1=O	98.8	24.6	1.0	1.0	-2.0	2.0	0.0	92.3	97.5	-1.0	-37.6
Cn1c(=O)c2c(nc(N/N=C/c3c(O)n(-c4ccccc4)c(=S)[nH]c3=O)n2C)n(C)c1=O	99.6	-6.4	0.0	-5.0	-10.0	-4.0	-2.0	102.7	99.1	0.0	-161.2
O=C(O)CCn1cc(C=C2C(=O)NC(=S)NC2=O)c(-c2cccc(Cl)c2)n1	98.1	96.9*	1.0	-6.0	-9.0	1.0	-2.0	86.0	99.2	0.0	13.7
CN(C(=O)Oc1cccc2cccnc12)c1ccccc1	96.0	6.3	1.0	-1.0	1.0	1.0	-3.0	100.5	98.5	0.0	5.0
CNC(=O)Oc1ccc2c(c1)C(=O)c1ccccc1CO2	97.9	1.6	-2.0	-5.0	-7.0	-7.0	-17.0	97.3	98.6	0.0	-6.0
CN1CCN(c2nc3ccccn3c(=O)c2C=C2C(=O)N(C)C(=O)N(C)C2=O)CC1	102.4	-11.0	-6.0	-2.0	-12.0	-14.0	-10.0	102.7	105.0	-5.0	-78.5
Cc1cc(=O)[nH]c(SCc2nc3ccccc3c(=O)n2-c2ccccc2C)n1	100.6	-3.8	0.0	1.0	-6.0	2.0	-1.0	97.8	99.5	0.0	-25.9
O=C1Nc2ccc(Br)cc2C(c2ccccc2Cl)=NC1O (stereo not given)	105.0	4.0	3.0	0.0	-1.0	-3.0	2.0	107.3	104.7	1.0	-10.4
CC1(C)C2([N+](=O)[O-])CN3CC1([N+](=O)[O-])CN(C2)C3c1ccccn1 (stereo not given)	94.7	-8.7	·	·	·	·	·	?	97.8	·	-10.0
CCOP(=O)(C#CC(C)(C)C)C(O)(c1ccccc1)C(F)(F)F (stereo not given)	99.7	1.8	0.0	-3.0	-4.0	3.0	0.0	92.4	92.0	-1.0	12.1
CCC(=NCc1cc(OC)cc(OC)c1)c1c(O)n(C)c(=O)n(C)c1=O	103.9	-3.7	12.0	-5.0	-4.0	-2.0	-1.0	106.2	106.1	-3.0	-54.6
O=c1[nH]c(=O)n(Cc2ccccc2)c(O)c1C=NCCCO	90.0	-12.9	-1.0	-7.0	-11.0	-8.0	-7.0	76.5	76.5	-3.0	-8.2
O=C(c1ccccc1F)c1cn(CC(=O)N2CCCCC2)c2ccccc12	101.6	-2.4	-7.0	-1.0	0.0	-1.0	-4.0	99.1	99.1	-1.0	-16.6
Nc1nc(SCCC(F)=C(F)F)n[nH]1	98.7	-4.2	0.0	-3.0	0.0	-5.0	-4.0	103.3	97.3	0.0	-28.8
COc1ccc(C(=O)C2CCCN(Cc3cccc(C)n3)C2)c(OC)c1 (stereo not given)	97.5	1.9	·	·	·	·	·	?	91.3	·	-50.3
CC(=O)OC1N=C(c2ccccc2Cl)c2cc(Br)ccc2N(C)C1=O (stereo not given)	98.4	-15.4	·	·	·	·	·	?	99.0	·	-11.3
CCOC(=O)[C@@]1(C#N)C(c2ccc(Cl)c(Cl)c2)[C@H](C(N)=O)N2C=C(C(C)=O)C=C[C@H]21 (stereo not given in full)	96.5	-0.1	0.0	5.0	12.0	-4.0	1.0	97.6	98.0	3.0	-24.1
COCCOC(=O)C1=C(N)Oc2c(c(=O)oc3ccccc23)C1c1ccncc1 (stereo not given)	99.8	-8.8	-2.0	-5.0	-10.0	-8.0	-3.0	100.7	98.2	0.0	-39.8
O=C(Cn1nc(-c2ccccc2)ccc1=O)N1CCC2(CC1)OCCO2	99.5	-11.2	0.0	0.0	-5.0	-4.0	-2.0	107.4	100.8	-1.0	-35.2
CCCCCP(=O)(O)c1ccccc1	101.1	10.8	-1.0	-2.0	-1.0	-1.0	0.0	101.2	101.8	-3.0	5.5
CCN(c1ccc(C(O)(C(=O)OC)C(F)(F)F)cc1)S(=O)(=O)c1ccccc1 (stereo not given)	96.5	-3.8	0.0	-7.0	-10.0	-7.0	-1.0	96.1	95.1	7.0	-40.4
COc1ccc(/C=N/N=C(/N)N[N+](=O)[O-])c(OC)c1	100.4	8.3	-2.0	0.0	0.0	1.0	0.0	102.6	103.9	1.0	-17.4
Nc1nonc1C(=O)N/N=C/c1ccc([N+](=O)[O-])o1	104.1	12.7	0.0	0.0	-5.0	-3.0	-1.0	96.2	97.3	0.0	-36.1

Profiles as entered above. Values in the order: RGS8-Gao reg | Mcl1-Noxa inh | Mcl-1 Bim block | Bim-Bcl-2 | Bfl-1 Bim block | Bcl-B Bim block | Bim-Bcl-XL | RGS7-Gao reg | RGS4-Gao reg | Bcl-W Bim block | Mcl1-Bid inh
Profile of CN1CCN(c2nc3ccccn3c(=O)c2C=C2C(=O)N(C)C(=O)N(C)C2=O)CC1 → 102.4 | -11.0 | -6.0 | -2.0 | -12.0 | -14.0 | -10.0 | 102.7 | 105.0 | -5.0 | -78.5
Profile of Nc1nc(SCCC(F)=C(F)F)n[nH]1 → 98.7 | -4.2 | 0.0 | -3.0 | 0.0 | -5.0 | -4.0 | 103.3 | 97.3 | 0.0 | -28.8
Profile of CC(C)C[C@H](NC(=O)[C@@H]1CCCN1C(=O)[C@@H](N)Cc1ccc(O)cc1)C(=O)NCC(N)=O → · | 6.7 | 0.0 | -2.0 | 1.0 | -7.0 | -3.0 | · | · | -4.0 | -9.5
Profile of CNC(=O)Oc1ccc2c(c1)C(=O)c1ccccc1CO2 → 97.9 | 1.6 | -2.0 | -5.0 | -7.0 | -7.0 | -17.0 | 97.3 | 98.6 | 0.0 | -6.0

A portion of the library; rates above refer to the full screens.
